MITF inh: inhibitors of human MITF. AID 1259374. actives 0.91% (n = 650,000). AlphaScreen MITF homodimerization, bead proximity signal. inhibition, % at 2.6 µM. O75030; in the data active means inhibition above about 50%;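 further: 0% = vehicle wells with protein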
Target sequence (O75030 whole entry, looked up): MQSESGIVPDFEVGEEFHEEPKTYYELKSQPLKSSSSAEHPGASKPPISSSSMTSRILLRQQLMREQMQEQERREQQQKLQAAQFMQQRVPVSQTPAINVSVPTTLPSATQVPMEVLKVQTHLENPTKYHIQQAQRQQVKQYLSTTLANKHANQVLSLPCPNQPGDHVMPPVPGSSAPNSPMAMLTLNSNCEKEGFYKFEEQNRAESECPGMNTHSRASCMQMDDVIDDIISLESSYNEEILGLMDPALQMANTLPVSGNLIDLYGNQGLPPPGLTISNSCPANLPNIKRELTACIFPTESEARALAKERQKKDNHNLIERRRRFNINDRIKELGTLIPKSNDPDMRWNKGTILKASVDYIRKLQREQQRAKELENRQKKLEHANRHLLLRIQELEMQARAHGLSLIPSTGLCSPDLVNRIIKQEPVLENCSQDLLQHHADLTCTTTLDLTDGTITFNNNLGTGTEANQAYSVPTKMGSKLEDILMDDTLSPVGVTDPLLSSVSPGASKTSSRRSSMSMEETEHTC
GPR151 activ: activates the human receptor GPR151 | AID 1508602 | actives 1% (n = 650,000) | activation, % at 11.2 µM | Q8TDV0 | PathHunter beta-arrestin GPR151 cells, luminescence; in the data active means activation above about 4.9%;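 further: 0% = median of compound wells and 100% = cells with positive control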
Target sequence (Q8TDV0 whole entry, looked up): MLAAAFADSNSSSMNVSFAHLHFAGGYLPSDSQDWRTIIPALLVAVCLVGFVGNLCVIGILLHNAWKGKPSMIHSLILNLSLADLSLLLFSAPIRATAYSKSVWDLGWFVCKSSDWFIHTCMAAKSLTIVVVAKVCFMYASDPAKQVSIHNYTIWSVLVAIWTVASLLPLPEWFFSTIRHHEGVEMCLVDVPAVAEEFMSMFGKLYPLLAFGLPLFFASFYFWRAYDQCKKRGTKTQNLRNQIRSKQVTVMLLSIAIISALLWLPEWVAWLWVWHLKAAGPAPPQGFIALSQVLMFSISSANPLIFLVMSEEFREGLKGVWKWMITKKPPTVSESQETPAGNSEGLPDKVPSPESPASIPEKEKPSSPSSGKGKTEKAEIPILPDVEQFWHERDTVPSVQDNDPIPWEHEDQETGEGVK
FBW7 activator: activators of human E3 ligase FBW7; normalized activity (activation), % at 26.1 µM; AlphaScreen FBW7–phospho-cyclin E peptide binding, activator screen; AID 1259310; actives 0.13% (n = 650,000); in the data active means normalized activity above about 1.9%;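 further: purified mutant Fbw7 with reduced substrate affinity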
TEAD-YAP inh: TEAD-YAP interaction inhibition | HEK-TIYL cells, TEAD-Gal4/YAP UAS-luciferase luminescence | actives 1.4% (n = 640,000) | inhibition, % at 9.12 µM; in the data active means inhibition above about 32%;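 further: 0% = median of test compound wells and 100% = reference inhibitor wells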
The depositor's hits bear a star.

SMILES | MITF inh | GPR151 activ | FBW7 activator | TEAD-YAP inh
CCN(CC)C(=O)NCCc1nnc(SC)n1C | -42 | -1.7 | 0.0 | -1
CC(=O)Nc1ccc(S(=O)(=O)N2CCN(S(=O)(=O)c3ccccc3[N+](=O)[O-])CC2)cc1 | -15 | 1.3 | -0.1 | 10
Cc1nc2c([N+](=O)[O-])c3c(c([N+](=O)[O-])c2[nH]1)Nc1nonc1N3 | 10 | -0.2 | 0.3 | -7
C/C(CC(=O)Nc1ccccc1C(N)=O)=N\NC(=O)c1ccoc1C | -10 | -6.5 | -0.1 | -17
CNC(=O)CC1C(=O)N(c2ccc(Cl)cc2)C(=S)N1NC(=O)c1cccc(F)c1 (stereo not given) | -2 | 0.5 | 0.0 | -7
CCN(C(=O)CSc1nc2ccsc2c(=O)n1Cc1ccccc1)c1cccc(C)c1 | -2 | -0.5 | 0.0 | 17
CCOC(=O)C1=C(C)N=c2s/c(=C\c3ccc(N(C)C)c(Br)c3)c(=O)n2C1c1ccc(Cl)cc1 (stereo not given) | 2 | 0.2 | 0.1 | -2
O=C(CNCc1cccnc1)N(c1ccccc1)c1ccccc1 | 95* | 0.7 | -0.1 | -5
OC(COCc1ccc(Cl)cc1)CN1CCCC1 (stereo not given) | 16 | 0.6 | -0.1 | -9
COc1ccc(Br)c(C(=O)NCCc2ccc(S(N)(=O)=O)cc2)c1 | 6 | -0.5 | 0.2 | 12
O=C1NC(O)(C(F)(F)F)C(=O)N1C1CCCCC1 (stereo not given) | 5 | 1.3 | 0.0 | 5
CCc1cc2cc3c(cc2nc1SCC(=O)Nc1c[nH]c(=O)[nH]c1=O)OCCO3 | -8 | -0.1 | -0.2 | 4
CCN(CC(=O)Nc1ccc2c(c1)OCCO2)CC(=O)Nc1cccc2nsnc12 | 4 | -2.0 | 0.0 | 9
CC1(C)CC2CC(C)(CN2CC(O)c2ccccc2)C1 (stereo not given) | 27 | 0.4 | -0.2 | -2
O=C(CN1CCN(Cc2ccccc2)CC1)N/N=C\c1cccc(F)c1 | 19 | 1.0 | 0.8 | 11
CC(C)(C)CC(=O)N1CCN(Cc2ccc3c(c2)OCO3)CC1 | -6 | 0.2 | 0.0 | -6
O=C(c1ccccc1)c1ccc2c3c(cccc13)C(=O)N(c1cccc(C(F)(F)F)c1)C2=O | 17 | 0.2 | 0.1 | 7
Cc1c(-c2ccc(Cl)cc2Cl)nc2ccccc2c1C(=O)Nc1cccc(F)c1 | 17 | 3.6 | 0.3 | -1
CN(CCO)c1ccc(/C=N/Nc2nncc3ccccc23)cc1 | -2 | -8.0 | -0.2 | 76*
Fc1ccc(NC2CCN(C(=S)NCc3cccs3)CC2)cc1 | 0 | 0.2 | 0.1 | 7
CN1CCN(c2ccc(CNc3ccc4ncc(-c5cccc(O)c5)n4n3)cc2)CC1 | -7 | 0.5 | 0.1 | 10
Cc1ccc(C2CC2C(=O)NNC(=S)Nc2cccc([N+](=O)[O-])c2)cc1 (stereo not given) | 4 | -0.4 | -0.1 | 0
Cc1cc(OCC(=O)OCCN2C(=O)c3ccccc3C2=O)ccc1C(C)C | 3 | -0.7 | -0.1 | -5
Oc1[nH]c2ccccc2c1C=Nc1ccc2[nH]ncc2c1 | 1 | -0.7 | -0.2 | -58
CC(C)c1ccc(Cn2c(CO)nc3ccccc32)cc1 | 7 | 1.1 | -0.1 | -15
COc1cc(S(=O)(=O)N2CCC(C)CC2)c(OC)cc1Br | -2 | 1.4 | 0.1 | 2
O=C(COc1ccccc1)Nc1ccc(-c2cn[nH]c2)cc1 | -1 | 2.9 | -0.2 | -10
CC(C)(C)c1ccc(/C=C2\N=C(c3ccc(Cl)cc3)OC2=O)cc1 | -13 | -1.6 | 0.1 | 0
N#Cc1c(/N=C/c2c(O)n(-c3ccc(Cl)cc3)c(=O)[nH]c2=O)sc2c1CCC2 | 24 | -1.9 | -0.1 | 7
COc1ccc(/C=N/NC(=O)c2ccc(F)cc2)c(C(=O)O)c1OC | 16 | -1.1 | 0.0 | -25
CCOc1cccc2c1NC(C)(C)C1=C2C2(SC(C(=O)OC)=C(C(=O)OC)S2)C(C(=O)OC)=C(C(=O)OC)S1 | 6 | -1.4 | 0.0 | 6
O=C(Nc1nn[nH]n1)c1ccc2c(c1)OCO2 | -4 | 0.0 | -0.1 | -6
N#Cc1c(-c2ccccc2)cc(-c2ccccc2)nc1SC1CCCCC1=O (stereo not given) | 5 | -0.3 | -0.1 | 2
CCOc1ccc(CN2CCC(C(=O)NC(C)c3ccccc3)CC2)cc1 (stereo not given) | 22 | -0.5 | -0.2 | 5
Cc1sc2c(c1C)c(=O)n(-c1ccccc1)c1nnc(SCC(=O)c3ccc(Cl)cc3)n21 | 1 | -1.9 | 1.2 | -3
Cc1ccc(C(=O)COC(=O)CN2C(=O)C3C4CCC(C4)C3C2=O)cc1[N+](=O)[O-] (stereo not given) | -14 | -0.6 | -0.1 | -7
N=C1c2ccccc2CN1NC(=O)COc1ccc(OCc2ccccc2)cc1 | 14 | 0.7 | 0.1 | 11
COc1ccc(-c2cccc(NS(=O)(=O)c3ccc4ccccc4c3)c2)nn1 | 6 | -0.1 | 0.1 | -2
O=C(Nc1ccc(S(=O)(=O)N2CCCC2)cc1)c1cccc([N+](=O)[O-])c1 | 13 | -0.3 | 0.2 | 13
N#CCCn1cc(C(N)=O)c(-c2cc3ccccc3o2)n1 | 20 | 0.2 | 0.8 | -1

Complete entries as entered above. Screens in order: MITF inh	GPR151 activ	FBW7 activator	TEAD-YAP inh
Profile of COc1ccc(-c2cccc(NS(=O)(=O)c3ccc4ccccc4c3)c2)nn1 = 6	-0.1	0.1	-2
Profile of O=C(Nc1nn[nH]n1)c1ccc2c(c1)OCO2 = -4	0.0	-0.1	-6
Profile of O=C(Nc1ccc(S(=O)(=O)N2CCCC2)cc1)c1cccc([N+](=O)[O-])c1 = 13	-0.3	0.2	13
Profile of CCOc1ccc(CN2CCC(C(=O)NC(C)c3ccccc3)CC2)cc1 (stereo not given) = 22	-0.5	-0.2	5
Profile of N#CCCn1cc(C(N)=O)c(-c2cc3ccccc3o2)n1 = 20	0.2	0.8	-1

Additional structures:
SMILES | MITF inh | GPR151 activ | FBW7 activator | TEAD-YAP inh
COc1ccc(OCCSc2nc3ncnc(N)c3[nH]2)cc1 | 10 | 1.6 | -0.1 | -6
Cc1nc(-c2cncc(Br)c2)cc(N2CCCCC2)n1 | 4 | 2.8 | -0.3 | -81
Cc1c(Cl)cccc1N1C(=O)NC(=O)/C(=C\c2ccccc2OCC(=O)O)C1=O | 38 | 0.7 | -0.1 | 5
Cc1csc(NC(=O)CSc2nnc(-c3ccncc3)n2-c2ccc(C)c(C)c2)n1 | -5 | 0.8 | 0.0 | -8
COc1ccc(-c2nnc3ccc(SC(C)C)nn23)cc1 | -4 | 0.5 | 0.0 | -35
CN1[C@@H](C(=O)NCc2ccccn2)C[C@@H](c2ccc(F)cc2)NS1(=O)=O | -7 | 0.3 | -0.2 | -7
Cc1c(C(=O)N2CC(c3nc4ccccc4[nH]3)C2)cnn1-c1ccccc1 | -12 | -0.6 | -0.1 | 8
O=C1c2ccccc2C(=O)C1(O)N1CCOCC1 | 9 | 0.4 | -0.3 | 9
O=[N+]([O-])c1ccccc1N1CCN(S(=O)(=O)c2ccc3ccccc3c2)CC1 | 1 | 3.2 | -0.4 | 6
CC(=O)C1=C(c2ccc(Cl)cc2)N(C(C)=O)n2c(C)nnc2S1 | 14 | -0.3 | 0.0 | 20
Cc1c(NC(=O)c2ccc(OCc3ccccc3)cc2)c(=O)n(-c2ccccc2)n1C | -17 | -3.2 | -0.1 | 0
CCOC(=O)CCCCC(=O)c1[nH]c(=O)[nH]c1Cn1cnc2ccccc21 | 24 | 1.4 | 1.0 | 13
CN1C(=O)c2ccccc2C(C(=O)Nc2ccc(F)cc2Cl)C1c1ccc(F)cc1 (stereo not given) | 5 | 0.3 | 0.0 | 2
Cn1nc(-c2cccnc2)nc2c(=O)n(C)c(=O)nc1-2 | 9 | -6.4 | -0.2 | 97*
COc1cc(/C=C2\C(=O)Nc3ccc(Cl)cc32)cc(OC)c1OC | -2 | -1.0 | -0.1 | -7
CCC(C)Nc1nc2c(c(=O)[nH]c(=O)n2C)n1CCO (stereo not given) | -3 | 0.7 | 0.0 | 12
Cc1ccc(C(=O)Nc2ccccc2C(N)=O)cc1Cl | -16 | -2.0 | -0.1 | -88
S=c1[nH]nc2nc(-c3ccccc3)c(-c3ccccc3)nn12 | 3 | -0.1 | -0.1 | 6
Cc1nnc2ccc(SCC(=O)NCc3cnn(Cc4ccccc4)c3)nn12 | 5 | 0.0 | 0.0 | 6
Nc1ccc(Br)cc1C(O)c1ccccc1 (stereo not given) | 9 | -0.3 | -0.1 | 9
O=C1OC(/C=C/c2ccc(Cl)cc2)=NC/1=C/c1ccc(Cl)cc1 | 2 | -1.8 | 0.1 | 5
COc1cccc(N(CC(=O)Nc2ccc(F)c(F)c2)S(C)(=O)=O)c1 | 6 | 0.3 | -0.2 | 2
O=C(Nc1ccccc1F)C(NS(=O)(=O)c1cccc2nsnc12)c1ccccc1 (stereo not given) | 7 | 1.7 | 0.1 | 4
O=C(COc1ccc(Cl)cc1Cl)NN1C(=O)C2C(C1=O)C1C=CC2C12CC2 (stereo not given) | 5 | 0.5 | 0.5 | 6
CC(=O)c1ccc(OC(=O)c2cccc([N+](=O)[O-])c2)cc1 | 3 | 1.0 | 0.1 | 10
CC1=C(C(=O)OCCOc2ccccc2)C(c2cccc(F)c2)C2=C(CCCC2=O)N1 (stereo not given) | 4 | -0.3 | 0.0 | -1
O=C(NCCc1ccccc1)c1cc(S(=O)(=O)N2CCc3ccccc32)ccc1F | -9 | 0.6 | 0.2 | -3
Cc1nc2ccc(NC(=O)Nc3ccc(N4CCOCC4)cc3)cc2nc1C | 3 | 0.2 | 0.3 | 9
CCOc1ccc(-n2c(C)cc(C=O)c2C)cc1 | 5 | 2.1 | -0.2 | 4
Cc1ccccc1NC(=O)C(c1ccc(Cl)cc1)N1CCOCC1 (stereo not given) | -5 | 0.0 | 0.0 | 1
Cc1cc2ccccc2n1CCNS(=O)(=O)c1ccc([N+](=O)[O-])cc1 | 7 | 0.9 | 0.6 | -3
CCN1CCN(CCCNC(=O)C2CCCN(c3nc4c(C)cc(C)cc4s3)C2)CC1 (stereo not given) | -6 | 0.7 | -0.2 | -8
O=C1CCCC(=O)N1CCS(=O)(=O)N1CC(c2nc3ccccc3[nH]2)C1 | 8 | 1.6 | 0.1 | 8
COc1ccc(/C=C2/SC(N)=NC2=O)c(OC)c1 | 10 | -0.5 | 0.0 | 5
CCCOc1ccccc1/C=N/NC(N)=S | 9 | 1.9 | 0.6 | 12
O=C1[C@H]2CN(Cc3ccc(F)c(F)c3)CCN2C(=O)[C@H]2CCCN12 | -2 | -1.4 | -0.2 | -4
O=S(CC(O)COc1ccccc1)c1ncn[nH]1 (stereo not given) | 6 | -0.4 | 0.9 | -12
Cc1ccc(OCc2nnc(SCC(=O)c3cccc([N+](=O)[O-])c3)n2C)cc1 | 13 | -0.2 | 0.2 | 4
O=C(CSc1ncccn1)N/N=C/c1cccnc1 | -12 | 0.0 | 0.2 | 1
CCOc1ccccc1/C=C1/N=C(c2ccc(C3CCC(CC)CC3)cc2)OC1=O (stereo not given) | -2 | -0.6 | 0.0 | -2
CCOc1ccc(N2C(=O)CC(NC3CCC(C)CC3)C2=O)cc1 (stereo not given) | 2 | -1.6 | -0.2 | -7
Cc1c(C(=O)N2CCN(c3ccc([N+](=O)[O-])cc3)CC2)sc2ncnc(N3CCCCC3)c12 | 2 | 0.6 | 0.0 | 3
COc1ccccc1CNCc1ccc(SC)cc1 | 37 | 0.8 | 0.0 | -3
Cc1cc(=O)[nH]c(N2CCN(C(=O)N3CCCC3)CC2)n1 | -6 | -1.2 | -0.2 | -5
CCCn1c(SCC(=O)NNC(=O)C(C)C)nnc1-c1cccnc1 | 17 | -0.6 | 0.1 | -4
CC(C)CN(CC(C)C)S(=O)(=O)c1ccc(C(=O)Nc2sc3c(c2C#N)CCC3)cc1 | 12 | -0.9 | 0.0 | -4
COC(=O)CNC(=S)NC(=O)c1ccc(C(C)(C)C)cc1 | 11 | -1.4 | -0.2 | -2
COc1ccc(C(=O)O)cc1NC(=S)NC(=O)c1cc(OC)c(OC)c(OC)c1 | 6 | -0.2 | -0.1 | 6
COc1cc2c(c(CO)c1OC)CC1c3c(cc4c(c3OC)OCO4)CCN1C2 (stereo not given) | 0 | 0.0 | 0.0 | 5
CCC(=O)Nc1nnc(S(=O)(=O)N(CC)c2ccc(Cl)cc2)s1 | 5 | 0.6 | 0.2 | 4
CC(C)CNC(=O)c1cc(-c2ccccc2O)on1 | -7 | 0.5 | -0.2 | -70
O=C(CNCc1ccco1)NC1CCCCCC1 | 11 | 0.6 | 0.1 | 6

Reformatted field by field: 3 of the compounds above.
CCC(=O)Nc1nnc(S(=O)(=O)N(CC)c2ccc(Cl)cc2)s1
  MITF inh = 5	GPR151 activ = 0.6	FBW7 activator = 0.2	TEAD-YAP inh = 4
CC(C)CNC(=O)c1cc(-c2ccccc2O)on1
  MITF inh = -7	GPR151 activ = 0.5	FBW7 activator = -0.2	TEAD-YAP inh = -70
O=C(CNCc1ccco1)NC1CCCCCC1
  MITF inh = 11	GPR151 activ = 0.6	FBW7 activator = 0.1	TEAD-YAP inh = 6
